Bioassay records from PubChem.
NCOA3 inh: SRC3 coactivator transcriptional activity inhibitors, primary screen, cell-based, luminescence; Nuclear receptor coactivator 3 (Homo sapiens), Q9Y6Q9; HEK293 GAL4-SRC3 luciferase reporter; inhibition, % at 3.6 µM; 360,000 tested, 0.17% active; AID 588352, 2011;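 active = inhibition above a per-campaign cutoff, the mean of all compounds plus 3 SD, cut at about 60% in these data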;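 note: 0% = DMSO-treated cells and 100% = gossypol-treated cells at 36 µM; higher means less SRC3-driven luciferase light from the GAL4 reporter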
Target sequence (Q9Y6Q9 whole entry, looked up, the tested form may be a part): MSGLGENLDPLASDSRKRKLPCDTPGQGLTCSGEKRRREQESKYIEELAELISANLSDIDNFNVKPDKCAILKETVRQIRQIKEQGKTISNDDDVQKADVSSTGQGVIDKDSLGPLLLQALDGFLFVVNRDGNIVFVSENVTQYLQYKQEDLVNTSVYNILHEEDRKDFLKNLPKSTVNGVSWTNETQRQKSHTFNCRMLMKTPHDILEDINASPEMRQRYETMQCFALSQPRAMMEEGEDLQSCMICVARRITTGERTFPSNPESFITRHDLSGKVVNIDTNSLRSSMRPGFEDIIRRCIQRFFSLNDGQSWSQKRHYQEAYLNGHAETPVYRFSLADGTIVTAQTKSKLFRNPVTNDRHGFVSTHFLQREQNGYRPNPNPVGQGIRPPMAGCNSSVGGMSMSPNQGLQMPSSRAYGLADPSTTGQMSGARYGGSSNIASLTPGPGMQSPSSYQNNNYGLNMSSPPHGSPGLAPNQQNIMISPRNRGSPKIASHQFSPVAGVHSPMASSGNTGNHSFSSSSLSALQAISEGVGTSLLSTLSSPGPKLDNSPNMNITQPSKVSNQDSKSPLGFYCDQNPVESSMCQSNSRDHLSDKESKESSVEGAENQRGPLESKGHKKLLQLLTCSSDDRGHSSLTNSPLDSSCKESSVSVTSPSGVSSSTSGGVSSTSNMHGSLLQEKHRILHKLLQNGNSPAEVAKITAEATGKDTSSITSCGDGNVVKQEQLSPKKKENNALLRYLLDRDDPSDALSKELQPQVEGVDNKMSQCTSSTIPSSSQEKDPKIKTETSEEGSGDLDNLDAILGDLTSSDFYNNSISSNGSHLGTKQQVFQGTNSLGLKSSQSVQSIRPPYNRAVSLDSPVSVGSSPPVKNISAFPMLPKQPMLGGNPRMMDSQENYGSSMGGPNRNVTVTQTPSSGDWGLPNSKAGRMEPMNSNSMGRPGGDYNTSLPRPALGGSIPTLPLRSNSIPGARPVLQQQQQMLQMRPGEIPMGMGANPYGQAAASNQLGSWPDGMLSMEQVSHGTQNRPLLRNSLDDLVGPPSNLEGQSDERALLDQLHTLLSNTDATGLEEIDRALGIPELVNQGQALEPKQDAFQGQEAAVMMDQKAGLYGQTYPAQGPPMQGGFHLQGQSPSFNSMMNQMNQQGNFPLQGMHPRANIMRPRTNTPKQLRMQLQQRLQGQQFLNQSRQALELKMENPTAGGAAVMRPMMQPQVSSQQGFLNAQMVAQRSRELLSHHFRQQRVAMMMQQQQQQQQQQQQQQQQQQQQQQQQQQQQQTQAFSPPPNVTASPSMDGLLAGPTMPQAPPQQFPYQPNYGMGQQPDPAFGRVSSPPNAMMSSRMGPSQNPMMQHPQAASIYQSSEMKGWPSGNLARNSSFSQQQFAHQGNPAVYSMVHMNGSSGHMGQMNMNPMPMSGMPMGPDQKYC
SRC1 inh: SRC1 coactivator transcriptional activity inhibitors, primary screen, cell-based, luminescence | Nuclear receptor coactivator 1 (Homo sapiens), Q15788 | HEK293 GAL4-SRC1 luciferase reporter | inhibition, % at 3.6 µM | 360,000 tested, 0.12% active | AID 588354, 2011;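 active = inhibition above the campaign mean plus 3 SD, with each screening campaign given its own cutoff, cut at about 60% in these data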;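 note: 0% = DMSO treated cells and 100% = gossypol at 36 µM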
EBV LMP1 NFkB: EBV LMP1-driven NF-kappaB luciferase reporter inhibitors, primary screen, cell-based, luminescence, single point | LMP1-induced NF-kappaB luciferase reporter cells | AID 504558, 2011 | 350,000 tested, 0.69% active | inhibition, % at 12.5 µM; in the data active = inhibition above about 41%;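 note: 0% = neutral control wells and 100% = reference inhibitor control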
TWEAK Fn14 block: inhibitors of TWEAK-Fn14 signaling, primary screen, luciferase reporter cells, uHTS | TWEAK-stimulated Fn14 reporter cells, luciferase luminescence, 8 h | inhibition, % at 10 µM | 360,000 tested, 2% active | AID 1159606, 2016; in the data active = inhibition above about 50%
NOD2 RIPK2 PPI: NOD2-RIPK2 binding disruptors in cells, primary screen, fluorescence, CHO cells, BLA complementation. Receptor-interacting serine/threonine-protein kinase 2 (Homo sapiens), O43353. CCF4 ratio. inhibition, % at 4.98 µM. 360,000 tested, 0.38% active. AID 624267, 2012; in the data active = inhibition above about 21%;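 note: 0% = vehicle only and 100% = reference blocker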
TLR9-MyD88 inh: inhibitors of TLR9-MyD88 association in cells, primary screen, cell-based, CHO, BLA complementation, fluorescence; inhibition, % at 4.98 µM; 340,000 tested, 0.21% active; CCF4 FRET ratio; AID 504734, 2011; Toll-like receptor 9 (Homo sapiens) + Myeloid differentiation primary response protein …;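 active = inhibition above the mean over all tested compounds plus 3 SD, cut at about 21% in these data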;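 note: 0% = DMSO only wells and 100% = clavulanate BLA inhibitor control wells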
NR5A2 inv ag: LRH-1 (NR5A2) inverse agonists, primary screen, cell-based, luminescence, HEK293T, StAR-luciferase reporter; Nuclear receptor subfamily 5 group A member 2 (Homo sapiens), O00482; LRH-1 transfected, 24 h; inhibition, % at 3.6 µM; 360,000 tested, 0.13% active; AID 602396, 2012;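 active = inhibition above the mean inhibition of all tested compounds plus 3 SD, cut at about 73% in these data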;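 note: 0% = DMSO wells and 100% = reporter-only cells lacking LRH-1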
C8 TRAIL sens: viability loss with TRAIL in NB7+C8 cells, primary screen, TRAIL sensitizer project, cell-based, ATPlite luminescence; AID 624354, 2012; inhibition (viability loss, TRAIL sensitization), % at 10 µM; 360,000 tested, 1% active;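 active = compounds causing at least 50% loss of cell viability in the single-dose screen, relative to plate controls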
COUP-TFII inh: NR2F2 transcriptional activity inhibitors, primary screen, cell-based, luciferase reporter, HEK293T, luminescence; COUP transcription factor 2 (Homo sapiens), P24468; HEK293T NGFI-A luciferase reporter; inhibition, % at 8.6 µM; 370,000 tested, 0.7% active;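 active = inhibition above a per-plate cutoff, mean inhibition of test wells between control levels plus 3 SD, cut at about 38% in these data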;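 note: cells cotransfected with COUP-TFII expression vector driving the NGFI-A reporter; 0% = median of COUP-TF2 test wells and 100% = reporter-only cells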
TROY NFkB inh: inhibitors of TROY-driven NF-kB signaling, primary screen, Q293 LMP1-TROYcd cells, NF-kB luciferase, uHTS | Q293 LMP1-TROYcd NF-kB luciferase reporter, 4 h | inhibition, % at 10 µM | 360,000 tested, 0.98% active;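 active = compounds whose plate-normalised and pattern-corrected inhibition of the luciferase reporter signal at the single screening dose is 50% or more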
SRC2 inh: inhibition of GAL4-SRC2 driven luciferase reporter, primary screen, SRC2 inhibitor project, cell-based, luminescence; Nuclear receptor coactivator 2 (Homo sapiens), Q15596; inhibition, % at 9 µM; 370,000 tested, 0.17% active; HEK293 GAL4-SRC2 luciferase reporter;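 active = inhibition above the mean inhibition of all tested compounds plus 3 SD, set per campaign, cut at about 52% in these data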;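 note: 0% = DMSO treated cells and 100% = cells given Gossypol at 36 µM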
An asterisk follows results filed as active; · = not tested or not shown. Some of the compounds tested; rates above refer to the full screens.

#1 Cc1ccc(C(=O)Nc2nc3n(n2)C(c2ccccc2)CC(=O)N3)cc1 (centres undefined)
#2 COCCCN1C(=O)C(CC(=O)NC2CCCC2)CC(C(=O)N2CCOCC2)=C1C (centres undefined)
#3 CCN1CCc2c(OCc3ccccc3)cccc2C1=O
#4 COc1cccc(CN(C)C(=O)CSCC(=O)Nc2cccc(C)c2)c1OC
#5 Cc1ccc(NC(=S)N2CCN(c3ccccn3)CC2)cc1C
#6 Cn1cc(C(=O)c2cccc(Cl)c2)cc1/C=N\O
#7 COc1ccc(NC(=O)C2(C)Cc3c(-c4ccc(NC(C)=O)cc4)ccnc3O2)cc1 (centres undefined)
#8 Cc1nc(N(C)C)ncc1C(=O)O
entry no.	1	2	3	4	5	6	7	8
NCOA3 inh	21	-7	2	8	-1	7	-14	8
SRC1 inh	8	-8	15	0	-15	2	-7	-3
EBV LMP1 NFkB	·	9	34	1	2	9	·	-6
TWEAK Fn14 block	-2	-5	-9	-3	13	-15	-75	3
NOD2 RIPK2 PPI	-13	-5	-7	-6	-2	-21	-5	1
TLR9-MyD88 inh	·	11	-5	-7	5	12	·	-2
NR5A2 inv ag	12	5	-12	2	-7	-10	-2	21
C8 TRAIL sens	-7	-15	10	5	-1	3	-15	-24
COUP-TFII inh	0	2	1	0	-18	6	10	-1
TROY NFkB inh	2	-6	3	16	18	-45	-18	13
SRC2 inh	-15	15	1	0	24	-3	-15	14

#9 COc1ccccc1NC(=O)c1ccc2c(c1)CCN2S(C)(=O)=O
#10 COc1ccccc1-c1nnc(SCC(=O)NCc2ccco2)n1N
#11 N#C/C(=C\c1ccc(OC(=O)c2ccccn2)cc1)C(N)=O
#12 COc1ccccc1N1CCN(C(=O)c2oc3c(c2C)C(=O)CC(C)(C)C3)CC1
#13 CCOc1ccc(S(=O)(=O)NCC(c2ccc3c(c2)OCO3)N2CCN(C)CC2)cc1 (centres undefined)
#14 O=C(Nc1ccc(Cl)c(Cl)c1)Nc1ccccc1C(=O)O
#15 CC1(C(=O)Nc2cccc(NS(C)(=O)=O)c2)CCN1CCc1ccccc1 (centres undefined)
#16 Cc1noc(C)c1COC(=O)CN(C)S(=O)(=O)c1ccc(Cl)cc1
entry no.	9	10	11	12	13	14	15	16
NCOA3 inh	-5	-4	-5	-3	9	-150	11	-28
SRC1 inh	-12	8	1	6	-4	-158	-19	-8
EBV LMP1 NFkB	-3	1	-20	7	-1	-50	·	-8
TWEAK Fn14 block	-4	11	16	14	3	45	-28	0
NOD2 RIPK2 PPI	-8	-3	-2	-11	-2	0	-2	1
TLR9-MyD88 inh	-2	7	1	-7	2	2	·	-2
NR5A2 inv ag	-17	28	1	13	16	-236	-2	-13
C8 TRAIL sens	4	-5	-13	13	12	63*	-3	2
COUP-TFII inh	4	1	-6	-7	7	-48	17	-4
TROY NFkB inh	-16	8	4	0	1	38	-15	7
SRC2 inh	18	-5	-21	9	3	-39	8	-8

#17 O=C(COC(=O)c1cccnc1Cl)NCc1ccco1
#18 Cc1ccc(S(=O)(=O)NC(=O)Nc2ccc(OC(F)F)cc2)cc1
#19 COC(=O)c1nnn(CC(=O)Nc2cccc(Cl)c2C)c1C(=O)OC
#20 Nc1nnc(-c2ccc(Cl)cc2)s1
#21 CCC(C)NC(=O)c1cn(C)c(=O)c2cc(OC)c(OC)cc12 (centres undefined)
#22 O=C(O)Cn1c(=O)c(F)cn(C2CCCO2)c1=O (centres undefined)
#23 O=C1CCN(S(=O)(=O)c2ccccc2)N1
#24 Cc1nc(-c2ccccc2Cl)sc1C(=O)/C=C/N(C)C
entry no.	17	18	19	20	21	22	23	24
NCOA3 inh	13	-2	12	-11	7	-8	-10	-48
SRC1 inh	-8	-7	11	-18	-13	-9	-4	-44
EBV LMP1 NFkB	-16	9	-6	-1	2	2	0	-14
TWEAK Fn14 block	-14	30	-13	-20	4	18	-1	-30
NOD2 RIPK2 PPI	3	-12	5	2	-5	-13	-13	-1
TLR9-MyD88 inh	-7	·	0	-6	-10	-10	-3	-2
NR5A2 inv ag	-4	8	27	-36	15	-10	13	-10
C8 TRAIL sens	-1	-4	4	-8	-14	3	-8	13
COUP-TFII inh	10	-2	-17	-3	-7	6	-1	1
TROY NFkB inh	16	-7	-2	-36	2	-2	7	-29
SRC2 inh	-12	-4	-6	-47	-4	14	11	10

#25 Cc1ccc2nc(-c3cccc(-c4cccc(Cl)c4)c3)c(NCc3ccccc3)n2c1
#26 N#CCC(=O)N/N=C/c1ccc(OC2CSC2)cc1
#27 CCOc1ccc(OCC)c(NC(=O)CSc2nc3ccccc3c(=O)n2C)c1
#28 COc1ccc(OCc2nc(N)nc(Nc3ccccc3OC)n2)cc1
#29 CC(=O)Nc1ccc(NC(=O)[C@@H](NC(=O)c2cccc(C)c2)C(C)C)cc1
#30 O=C1C=C(c2ccc(Cl)nc2)C[C@@H](c2ccc3c(c2)OCO3)C1
#31 COc1ccc(CNC(=O)c2ccc(CS(=O)c3ccccc3)o2)cc1 (centres undefined)
#32 CCOc1cc(C(N)=O)cc(OCC)c1OCC
entry no.	25	26	27	28	29	30	31	32
NCOA3 inh	11	1	18	-18	3	-3	-7	10
SRC1 inh	-11	4	3	-8	2	-10	2	4
EBV LMP1 NFkB	-12	-4	7	24	5	-13	-7	7
TWEAK Fn14 block	-8	1	36	-2	6	-29	-12	0
NOD2 RIPK2 PPI	-10	-4	-4	-2	5	-7	5	-2
TLR9-MyD88 inh	-2	-9	-3	2	-7	-7	0	4
NR5A2 inv ag	10	-6	-5	6	1	5	-21	-1
C8 TRAIL sens	42	-3	27	28	-10	9	-5	-11
COUP-TFII inh	9	13	7	-5	-14	-9	-9	7
TROY NFkB inh	-15	9	35	-15	4	-26	-4	-20
SRC2 inh	-13	14	19	2	-8	-46	2	7

#33 COc1ccc(C2=NCC(CSc3nnnn3C)S2)cc1 (centres undefined)
#34 O=C(O)CNC(=O)c1ccc(NC(=O)/C(=C/c2ccccc2)NC(=O)c2ccco2)cc1
#35 CCC(=O)Nc1ccc(C(=O)CSc2nc(N)cc(N)n2)cc1
#36 CCCCN1C(=O)C(NC(C)=O)c2cc(Br)ccc21 (centres undefined)
#37 O=C(O)c1ncsc1-c1ccccc1
#38 CC1(c2nnc(-c3ccncc3)o2)CC(c2cccc(Cl)c2)=NO1 (centres undefined)
#39 Cc1ccc(OCC(=O)Oc2c(C)cccc2C)cc1
#40 Cc1ccc(C)c(C(=O)COC(=O)c2cc(S(=O)(=O)N3CCOCC3)ccc2F)c1
entry no.	33	34	35	36	37	38	39	40
NCOA3 inh	-17	-2	10	6	19	12	2	0
SRC1 inh	-29	-8	-2	-8	10	-7	3	6
EBV LMP1 NFkB	-6	-5	4	-6	-19	-2	-8	2
TWEAK Fn14 block	-4	-12	-11	8	-14	-12	14	-28
NOD2 RIPK2 PPI	-3	-2	-8	15	-6	-14	6	0
TLR9-MyD88 inh	4	6	5	2	9	0	4	-10
NR5A2 inv ag	-23	2	6	26	-3	-5	-6	-11
C8 TRAIL sens	0	5	-1	10	7	-4	2	-22
COUP-TFII inh	-10	10	0	-6	-3	-17	21	-6
TROY NFkB inh	7	-7	-4	10	-9	-3	13	-1
SRC2 inh	2	-1	3	0	-22	-7	-8	-35

#41 O=C(NCCc1ccccc1Cl)C1CC(=O)N(C2CCCCC2)C1 (centres undefined)
#42 N#Cc1ccc(COn2nnc3ccccc32)cc1
#43 O=C(Nc1ccc(SC(F)F)cc1)c1cccc2nc3ccccc3nc12
#44 COc1ccccc1CNC(=O)C(CC(C)C)NS(=O)(=O)c1ccc2c(c1)oc(=O)n2C (centres undefined)
#45 Cc1cccc(Nc2nnc(SC/C(O)=C(\C#N)c3nc4ccccc4[nH]3)s2)c1
#46 CCN1/C(=C2\C(=O)N(C)C(=S)N2C)C=Cc2cc(OC)ccc21
entry no.	41	42	43	44	45	46
NCOA3 inh	4	-7	22	-19	-3	6
SRC1 inh	2	-8	1	-6	-31	22
EBV LMP1 NFkB	-2	13	-45	-25	-67	-34
TWEAK Fn14 block	18	-33	-22	-14	2	-12
NOD2 RIPK2 PPI	-12	-19	2	-9	-13	-13
TLR9-MyD88 inh	-6	-163	0	-5	-10	0
NR5A2 inv ag	-15	-8	3	-17	-7	0
C8 TRAIL sens	8	-1	2	-4	3	-1
COUP-TFII inh	1	-19	-7	1	20	5
TROY NFkB inh	7	-24	-4	-10	23	-13
SRC2 inh	-30	1	3	1	-20	-27

2 records picked at random from the list so far, as already listed:
#46 CCN1/C(=C2\C(=O)N(C)C(=S)N2C)C=Cc2cc(OC)ccc21
#42 N#Cc1ccc(COn2nnc3ccccc32)cc1
entry no.	46	42
NCOA3 inh	6	-7
SRC1 inh	22	-8
EBV LMP1 NFkB	-34	13
TWEAK Fn14 block	-12	-33
NOD2 RIPK2 PPI	-13	-19
TLR9-MyD88 inh	0	-163
NR5A2 inv ag	0	-8
C8 TRAIL sens	-1	-1
COUP-TFII inh	5	-19
TROY NFkB inh	-13	-24
SRC2 inh	-27	1

Structural class, the compounds so far with an aryl thioether with sulfur outside any ring
#10 COc1ccccc1-c1nnc(SCC(=O)NCc2ccco2)n1N
#27 CCOc1ccc(OCC)c(NC(=O)CSc2nc3ccccc3c(=O)n2C)c1
#33 COc1ccc(C2=NCC(CSc3nnnn3C)S2)cc1 (centres undefined)
#35 CCC(=O)Nc1ccc(C(=O)CSc2nc(N)cc(N)n2)cc1
#43 O=C(Nc1ccc(SC(F)F)cc1)c1cccc2nc3ccccc3nc12
#45 Cc1cccc(Nc2nnc(SC/C(O)=C(\C#N)c3nc4ccccc4[nH]3)s2)c1
entry no.	10	27	33	35	43	45
NCOA3 inh	-4	18	-17	10	22	-3
SRC1 inh	8	3	-29	-2	1	-31
EBV LMP1 NFkB	1	7	-6	4	-45	-67
TWEAK Fn14 block	11	36	-4	-11	-22	2
NOD2 RIPK2 PPI	-3	-4	-3	-8	2	-13
TLR9-MyD88 inh	7	-3	4	5	0	-10
NR5A2 inv ag	28	-5	-23	6	3	-7
C8 TRAIL sens	-5	27	0	-1	2	3
COUP-TFII inh	1	7	-10	0	-7	20
TROY NFkB inh	8	35	7	-4	-4	23
SRC2 inh	-5	19	2	3	3	-20
